# Screening data deposited in PubChem by Johns Hopkins Ion Channel Center.
# Kir21 inh = inhibitors of mouse Kir2.1 inward-rectifier potassium channel | HEK293-Kir2.1, FluxOR thallium flux fluorescence; active compounds read low | B-score at 10 µM | hit rate 0.85% among 310,000 | AID 1672;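 active = fluorescence ratio B-score at or below minus 3 SD of library scores, with starting-brightness B-score within 2 SD, cut at about -4.2 in these data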;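 also: channel flux triggered by added potassium and thallium sulfate stimulus; B-score of peak minus minimum fluorescence over baseline after thallium stimulus; more negative B-score means stronger Kir2.1 block with less thallium influx; some compounds called inactive have numbers as strong as hits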
# KCNQ2 block = KCNQ2 channel blockers in CHO-K1 cells – cell-based, FluxOR thallium flux, B-score, primary screen (AID 2156) | 20 min; active compounds read low | hit rate 1.1% among 310,000 | B-score at 10 µM | O88943;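 active = fluorescence ratio B-score at most minus 3 library SDs, with starting brightness B-score within 2 library SDs, cut at about -5.5 in these data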
# Target sequence (O88943 whole entry, looked up): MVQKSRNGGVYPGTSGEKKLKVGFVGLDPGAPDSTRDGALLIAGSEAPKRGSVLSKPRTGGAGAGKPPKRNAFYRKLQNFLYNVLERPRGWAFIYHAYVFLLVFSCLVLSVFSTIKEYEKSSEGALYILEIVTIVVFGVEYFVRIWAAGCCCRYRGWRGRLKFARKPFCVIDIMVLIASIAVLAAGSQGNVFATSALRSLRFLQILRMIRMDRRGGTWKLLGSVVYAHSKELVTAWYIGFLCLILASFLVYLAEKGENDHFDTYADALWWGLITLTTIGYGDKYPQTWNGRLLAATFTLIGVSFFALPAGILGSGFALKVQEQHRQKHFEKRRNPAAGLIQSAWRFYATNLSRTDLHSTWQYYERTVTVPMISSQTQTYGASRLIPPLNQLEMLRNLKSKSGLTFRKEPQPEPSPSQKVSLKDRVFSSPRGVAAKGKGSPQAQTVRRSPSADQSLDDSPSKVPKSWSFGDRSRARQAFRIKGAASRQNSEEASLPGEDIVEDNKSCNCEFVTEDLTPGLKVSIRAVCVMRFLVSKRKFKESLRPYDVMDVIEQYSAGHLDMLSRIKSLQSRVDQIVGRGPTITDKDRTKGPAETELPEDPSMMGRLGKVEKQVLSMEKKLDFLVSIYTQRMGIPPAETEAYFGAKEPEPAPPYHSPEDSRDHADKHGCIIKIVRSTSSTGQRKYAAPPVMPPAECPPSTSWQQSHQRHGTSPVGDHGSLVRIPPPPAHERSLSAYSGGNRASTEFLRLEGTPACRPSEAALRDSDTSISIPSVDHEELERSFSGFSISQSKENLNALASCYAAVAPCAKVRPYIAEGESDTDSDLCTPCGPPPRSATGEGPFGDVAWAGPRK
# * hit, by the source's call; i = inactive.
Kir21 inh | KCNQ2 block | structure
-0.08 | i | CN(CC(=O)Nc1ccc(S(=O)(=O)N2CCCC2)cc1)Cc1ccc(Cl)cc1Cl
0.24 | i | CCN(CC)S(=O)(=O)c1cccc(NC(=O)Nc2cccc(C(F)(F)F)c2)c1
0.82 | i | O=C(Nc1ccccc1)O/N=C/c1ccc(F)cc1
0.1 | i | Cc1n[nH]c(=O)c2c(NC(=O)COC(=O)Cc3ccc(Cl)cc3Cl)oc(C)c12
-1.3 | -6.2* | Cn1ccnc1Sc1nc(Nc2cccc(Cl)c2)nc(N2CCOCC2)n1
1.4 | i | CN(CC(=O)Nc1ccc(C#N)cc1)Cc1ccc(Cl)cc1
0.52 | i | CCCC1=NN2C(=N)/C(=C\c3cc(C)n(-c4cc(C)cc(C)c4)c3C)C(=O)N=C2S1
0.72 | i | Cc1ccc(C(=O)NC(C)c2ccc(C)c(C)c2)s1 (stereo unspecified)
-0.68 | -7.6* | Clc1ccccc1C(c1ccccc1)(c1ccccc1)n1ccnc1
0 | i | COc1ccccc1N1CCN(C(=O)c2ccc(N3CCCCS3(=O)=O)cc2)CC1
-0.03 | i | COc1ccc(CNC(=S)Nc2ccc(F)c(Cl)c2)cc1
2.1 | i | Cc1c(N=C2N=C(NC(=O)NC(C)(C)C)c3ccccc32)c(=O)n(-c2ccccc2)n1C
0.96 | i | O=[N+]([O-])c1ccc(N2CCCC2)cc1N1CCCC1
-0.4 | i | Cc1cc(C)nc(SCC(=O)N(C)C)n1
1.9 | i | O=C(c1ccc2ccccc2c1)C1CCCN(C(=O)c2cccnc2)C1 (stereo unspecified)
0.56 | i | CC(Oc1ccccc1)C(=O)N=C1SC2CS(=O)(=O)CC2N1CCc1ccccc1 (stereo unspecified)
-0.81 | i | COc1ccc(CN2CCN(Cc3cc4ccccc4o3)CC2CCO)c(F)c1 (stereo unspecified)
0.68 | i | CC1(CCc2ccccc2)NC(=S)N(c2ccc(Cl)cc2)N1 (stereo unspecified)
-0.88 | i | Cn1c(=O)c2[nH]c(SCC(=O)c3ccc(F)cc3)nc2n(C)c1=O
1.3 | i | NC(=O)NOCc1ccccc1
0.47 | i | CC(=O)Nc1ccc(S(=O)(=O)Oc2ccc(C=O)cc2)cc1
-2.3 | i | COc1ccccc1CCNC(=O)CCCn1nc(C)c2c(C)n(-c3ccc(C)cc3)nc2c1=O
-0.01 | i | O=C(CSc1nnc(-c2ccccc2F)n1C1CCCCC1)N1CCCC1
-1 | i | O=C(c1cn(-c2ccccc2)nc1-c1cccnc1)N1CCCC(C(F)(F)F)C1 (stereo unspecified)

# 3 of the entries above in order of their number in Kir21 inh, descending.
Kir21 inh | KCNQ2 block | structure
-0.88 | i | Cn1c(=O)c2[nH]c(SCC(=O)c3ccc(F)cc3)nc2n(C)c1=O
-1 | i | O=C(c1cn(-c2ccccc2)nc1-c1cccnc1)N1CCCC(C(F)(F)F)C1 (stereo unspecified)
-2.3 | i | COc1ccccc1CCNC(=O)CCCn1nc(C)c2c(C)n(-c3ccc(C)cc3)nc2c1=O

# Further records.
Kir21 inh | KCNQ2 block | structure
0.07 | i | O=C(Cc1ccccc1)Nc1ccnn1C1CCN(Cc2ccc(CO)o2)CC1
1.4 | i | COc1cccc(C(=O)C2CCCN(Cc3ccc(OC)c(Cn4cncn4)c3)C2)c1 (stereo unspecified)
1.1 | i | COc1ccc(-c2csc(NC(=O)CN3C(=O)C4CCCCC4C3=O)n2)c(OC)c1 (stereo unspecified)
0.01 | i | COC(=O)c1c(NC(=O)CSc2nnc3ccccn23)sc2c1CCC2
0.01 | i | COc1ccc(NC(=O)[C@H](CCS(C)(=O)=O)N2Cc3ccccc3C2=O)c(OC)c1
-0.13 | i | CCOC(=O)N1CCN(CC(O)COc2ccc(C)c(C)c2)CC1 (stereo unspecified)
0.01 | i | Cc1cccc2cc(CN(Cc3nnnn3Cc3ccccc3)C3CCCC3)c(=O)[nH]c12
1.8 | i | COCCCNC(=S)N/N=C/c1ccc2ccccc2c1
-3.3 | -6.2* | Cc1cc(C)c(C(=O)COC(=O)[C@H](C)Nc2ccc(C(F)(F)F)cc2[N+](=O)[O-])c(C)c1
0.16 | i | COc1ccc(NC(=O)NCCCN2CCN(c3ccccc3F)CC2)cc1
-6* | i | C/C(=N\NC(N)=S)C1C2C3CC4C5CC(C42)C1C53 (stereo unspecified)
-0.78 | i | COc1cc2c(cc1OC)CN(S(=O)(=O)/C=C/c1ccccc1)CC2
-0.37 | i | NC(=O)N/N=C/c1ccc2cccc(OCc3ccccc3)c2n1
-2.2 | i | Cc1cccc(C(C)C)c1NC(=O)COC(=O)Cc1ccsc1
-0.53 | i | O=C(O)c1ccc(C2Nc3ccccc3C(=O)N2Cc2ccccc2)cc1 (stereo unspecified)
-0.15 | i | CCc1ccccc1Oc1ccc(S(=O)(=O)N2CCN(C)CC2)cn1
-0.26 | i | Cc1nc(NC(=O)CCl)sc1C(=O)N(C)C
-0.31 | i | Oc1ccccc1CNc1ccc(OC(F)(F)F)cc1
2.1 | i | CCOc1cccc(C(=O)Nc2cccc(NC(=O)c3ccco3)c2)c1
-1.6 | i | C=CCn1c(SCc2cc(=O)n3cc(C)ccc3n2)nnc1-c1cccc(C)c1
2.1 | i | O=C(N/C(=C/c1ccco1)C(=O)N1CCOCC1)c1ccccc1Br
-0.13 | i | Cc1ccc(S(=O)(=O)N2C(=O)CCC2C(=O)N2CCN(C)CC2)cc1 (stereo unspecified)
0.02 | i | COc1cccc(NC(=O)CSc2nnc(Cc3ccc(C)cc3)c(=O)n2N)c1
0.6 | i | COc1cccc(/C=C2\N=C(c3c(-c4ccccc4)noc3C)OC2=O)c1OC
-0.54 | -7.1* | CC(C)COc1ccc(C(=O)Nc2scc(-c3ccc(Cl)cc3Cl)c2C(N)=O)cc1
0.08 | i | CC1=C(C(N)=O)C(c2ccc(Cl)cc2)NC(=O)N1 (stereo unspecified)
0.02 | i | COc1ccc(CNc2ccc([N+](=O)[O-])cn2)cc1
-0.31 | i | COc1ccc(-c2cnn3cc(-c4cccc(Cl)c4)cnc23)cc1
-0.95 | i | COc1cc2c(cc1OC)C(C)N(C(=O)[C@@H](NC(=O)c1ccccc1)C(C)C)CC2 (stereo partly specified)
0.17 | i | CC(C)CCn1c(CN2CCN(Cc3ccccc3)CC2)nc2c1c(=O)n(C)c(=O)n2C
0.66 | i | CN(c1ccc(OCC(=O)OCC(=O)NC2CCCC2)cc1)S(=O)(=O)c1ccc2ccccc2c1
2.5 | i | CCn1cc(CNC(=S)Nc2cccc(Cl)c2C)cn1
0.11 | i | [O-][n+]1c2c(nn1-c1ccccc1)/C(=N/O)CCC2
1.4 | i | CCOC(=O)C(CC(=O)O)=C(c1ccccc1)c1ccccc1
-0.41 | i | COc1cccc2cc(-c3nnc(SCC(=O)Nc4nc(C)cs4)n3C)oc12
0.02 | i | CCN(/N=C/c1cccs1)c1cc(=O)n(C)c(=O)[nH]1
-0.49 | i | Cn1c(O)c(C=Nc2ccc(Br)cc2)sc1=O
-0.69 | i | C[C@H]1CN(Cc2ccccc2)C(=O)[C@@H]1CC(=O)NCc1ccccc1
2.8e-16 | i | CCCc1nc2n[nH]c(N)c2c2c1COC(C)(C)C2
0.98 | i | O=C(Nc1ccc(Cl)cn1)c1ccc2[nH]c(=O)c(=O)[nH]c2c1
0.63 | i | COC(=O)C(C(=O)OC)c1ncccc1[N+](=O)[O-]
0.05 | i | N=c1c(-c2nc3ccccc3[nH]2)cc(C(=O)c2cccs2)nn1-c1ccc(Cl)cc1
-12* | i | Cc1cc(C)c(OCCCCNCc2ccccc2)c(Cl)c1
0.69 | i | COCCNC(=O)c1ccc(CS(=O)(=O)c2cccc(C(F)(F)F)c2)o1
0.05 | i | O=C(CN1CCCCC1)Nc1nc(-c2ccc(F)c(F)c2)cs1
-0.9 | i | CCO[C@@H]1OC(C(=O)NCc2nc3ccccc3[nH]2)=C[C@H](c2ccccc2)[C@H]1CCCO
1.4 | i | CCN1C(=O)[C@H]2[C@@H](c3ccc(-c4ccc(OC)cc4)c(OC)c3)N[C@@](C)(C(=O)OC)[C@H]2C1=O
0.31 | i | c1cnc2ccc(C(c3nnnn3C3CCCCC3)N3CCN(C4CCCCC4)CC3)cc2c1 (stereo unspecified)

# Reformatted with each value named: part of the list above
O=C(CN1CCCCC1)Nc1nc(-c2ccc(F)c(F)c2)cs1
  Kir21 inh: 0.05 | KCNQ2 block: i

CCO[C@@H]1OC(C(=O)NCc2nc3ccccc3[nH]2)=C[C@H](c2ccccc2)[C@H]1CCCO
  Kir21 inh: -0.9 | KCNQ2 block: i

CCN1C(=O)[C@H]2[C@@H](c3ccc(-c4ccc(OC)cc4)c(OC)c3)N[C@@](C)(C(=O)OC)[C@H]2C1=O
  Kir21 inh: 1.4 | KCNQ2 block: i

# The list goes on:
Kir21 inh | KCNQ2 block | structure
-0.2 | i | Cc1ccccc1-c1noc(-c2ccccc2C(=O)NCC2CCCO2)n1 (stereo unspecified)
0.55 | i | COC(=O)c1oc2ccc(Br)cc2c1NC(=O)CCN1CCOCC1
0.49 | i | CCOC(=O)N1CCN(c2c(NCCCN(CC)CC)c(=O)c2=O)CC1
-1.2 | i | COc1cc([N+](=O)[O-])ccc1NC(=O)CSc1nncn1-c1cccnc1
-0.46 | i | Cc1ccc(-n2cc(C(=O)c3cc(Cl)ccc3O)cc(C#N)c2=O)cc1
-1.2 | i | CC(C)(C)NC(=O)C[n+]1ccc(C(N)=O)cc1
0.12 | i | COCCn1c(SCC(=O)N2CCN(c3ccccc3)CC2)nc2c(c1=O)SC(C)C2 (stereo unspecified)
0.13 | i | COc1ccc(OCc2nc3ccccc3[nH]2)cc1
-1.1 | i | CCOC(=O)Cc1cc(=O)n2[nH]c(C)c(-c3ccccc3)c2n1
0.22 | i | Cc1ccc(C(=O)Cn2c(C(=O)OCCO)cc3ccccc32)cc1
0.88 | i | Cc1ccc(CN2C(=O)CCC2(C)C(=O)NCc2cccnc2)cc1 (stereo unspecified)
0.51 | i | Cc1cc2occ(CC(=O)N(C)CC(=O)Nc3c(C)cccc3C)c2cc1C
0.4 | i | COCCOc1ccc(C(F)(F)F)cc1NC(=O)c1ccccc1
0.33 | i | O=C1OCCC1Sc1nc2ccccc2s1 (stereo unspecified)
-0.72 | i | CN(C)c1oc(-c2ccccc2)nc1C#N
0.97 | i | O=[N+]([O-])C1=C(Nc2cccc3ccccc23)CS(=O)(=O)C1
0.23 | i | CCOC(=O)C1(CCCc2ccccc2)CCN(C(=O)c2cc(C)nn2CC)CC1
-0.76 | i | COc1ccc(CC(=O)c2cc(OC)c(OC)cc2CC(=O)O)cc1OC
-0.51 | i | O=c1cc2c(nn1Cc1ccc(Cl)cc1)-c1ccccc1CC2
-1.9 | i | Cc1ccccc1NC(=O)c1cc2ccccc2o1
0.03 | i | Cc1ccc(S(=O)(=O)N2CCCCC2CCNC(=O)C(=O)NCC2CCCO2)cc1 (stereo unspecified)
0.5 | i | Oc1ccc(CN2CCN(c3ccccc3)CC2)c2cccnc12
-2.5 | i | Cn1c(Oc2ccc(F)cc2)c(C=O)c2ccccc21
-0.59 | i | Cc1cccc(NC(=S)N(CCc2nc3cc(C)c(C)cc3[nH]2)Cc2cccnc2)c1
-2.5 | i | COc1cc(OC)c2nc(C)c3c(c2c1)N(c1ccc(O)cc1)CC3
0.03 | i | CC(=O)NC(=O)Nc1sc(=S)n(C)c1C
2 | i | CC1CCCCN1C(=O)CN1C(=O)CN(C)C(=O)c2ccccc21 (stereo unspecified)
-0.04 | i | NC(=O)c1ccccc1NC(=O)C(c1ccccc1)c1ccccc1
-1.9 | i | Cc1ccccc1-c1nc(CN2CCC(C(=O)NC3CCN(Cc4ccccc4)CC3)CC2)c(C)o1
-0.96 | i | CCOc1ccc(OCC(=O)OCc2csc(CC(=O)Nc3ccccc3C)n2)cc1
-0.71 | i | CCOC(=O)N1CCC(NC(=O)c2cc(C(=O)NCC(OC)OC)ccc2CO)CC1
1.7 | i | CC(C)c1nc(C(=O)N2CCc3c([nH]c4ccccc34)C2c2ccccn2)cs1 (stereo unspecified)

# Reprinted from the part before: three entries; new compounds follow.
Kir21 inh | KCNQ2 block | structure
-0.96 | i | CCOc1ccc(OCC(=O)OCc2csc(CC(=O)Nc3ccccc3C)n2)cc1
-0.71 | i | CCOC(=O)N1CCC(NC(=O)c2cc(C(=O)NCC(OC)OC)ccc2CO)CC1
1.7 | i | CC(C)c1nc(C(=O)N2CCc3c([nH]c4ccccc34)C2c2ccccn2)cs1 (stereo unspecified)
0.34 | i | Cc1cc2ccccc2n1CCNC(=O)C1CCCCC1
0.4 | i | CCCCNC(=O)c1cc2n(n1)C(C(F)(F)F)CC(c1ccccc1)N2 (stereo unspecified)
1.2 | i | O=C1CCC(C(=O)N(CCO)Cc2ccccc2)CN1CC1CCCCC1 (stereo unspecified)
-2.3 | i | CC1(C)NC(=O)N(CCOCCOc2ccc3ccccc3c2Br)C1=O
1.1 | i | Cc1c(C)c2cc(Cl)c(OC(C)C(=O)NCCN3CCOCC3)cc2oc1=O (stereo unspecified)
-0.46 | i | Cc1ccc(-c2cc(-c3ccccc3)[nH]c(=S)c2C#N)cc1
-0.79 | i | O=S(=O)(NNC(=S)Nc1ccc(S(=O)(=O)Nc2ncccn2)cc1)c1ccc(Br)cc1
-0.94 | i | C=CCN1C(=O)CSc2ccc(C(=O)OCC)cc21
-1.1 | i | O=C(NCCc1ccccc1)C1CCC(=O)N(Cc2cccc(C(F)(F)F)c2)C1 (stereo unspecified)
-1.2 | i | CC(=O)c1ccc(NC(=O)COC(=O)c2ccccc2Nc2ccccc2)cc1
-2.5 | i | COc1ccc(-c2cc(C(=O)NCCCn3ccnc3)no2)cc1OC
0.32 | i | O=C(CCNC(=O)c1ccc([N+](=O)[O-])cc1)Nc1cccc(S(=O)(=O)N2CCCCC2)c1
0.01 | i | O=C(CN1CCN(Cc2ccccc2)CC1)N/N=C/C=C/c1ccco1
1 | i | CCOC(=O)CCc1c(C)c(C#N)c2[nH]c3ccccc3n2c1=O
